Polio RdRp inh: inhibitors of poliovirus RNA polymerase binding and polymerization | P03300 | poliovirus polymerase elongation, fluorescence polarization; active compounds read low | % elongation, % (compound at 16.7 µg/mL) | hit rate 0.66% among 150,000 | AID 588519; in the data active = % elongation below about 90%; also: some results filed as inactive read as strong as hits
Target sequence (P03300 1749-2209 limits assumed): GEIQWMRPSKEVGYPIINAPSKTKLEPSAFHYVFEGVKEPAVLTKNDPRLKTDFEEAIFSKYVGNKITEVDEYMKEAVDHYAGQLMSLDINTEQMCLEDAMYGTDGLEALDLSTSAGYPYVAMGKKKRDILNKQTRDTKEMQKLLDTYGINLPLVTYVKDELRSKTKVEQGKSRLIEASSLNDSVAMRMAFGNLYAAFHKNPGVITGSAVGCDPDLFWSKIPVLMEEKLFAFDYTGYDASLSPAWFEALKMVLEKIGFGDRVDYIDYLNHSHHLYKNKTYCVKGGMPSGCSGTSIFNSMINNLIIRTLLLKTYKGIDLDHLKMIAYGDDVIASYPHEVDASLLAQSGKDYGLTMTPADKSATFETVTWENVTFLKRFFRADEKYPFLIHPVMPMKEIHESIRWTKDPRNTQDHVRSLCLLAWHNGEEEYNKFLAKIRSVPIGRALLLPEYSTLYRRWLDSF
Polio RdRp inh FP z-score: also measured in Polio RdRp inh; calls as there; z-score; measured here: FP z-score; hits read low
* = called active by the depositor; & = joins results of further samples.

Fields – Polio RdRp inh | Polio RdRp inh FP z-score
CCC(C)c1ccccc1NC(=O)C1CSC2(C)CCC(=O)N12 (configuration not stated)
 : 107 | 0.8
O=C(Cn1c(=O)nc(-c2ccccc2F)c2cc(Cl)ccc21)NCCCc1ccccc1
 : 108 | 0.7
O=C(c1ccccc1)N1CCC(C2CCNCC2)CC1
 : 106 | 1.4
Cc1ccc2occ(CC(=O)Nc3ccc(S(=O)(=O)N4CCC(C)CC4)cc3)c2c1
 : 117 | 0.1
Cc1nc2sc(C)c(C)n2c(=O)c1S(=O)(=O)N1CCN(c2ccccc2F)CC1
 : 104 | -0.3
CC1Cn2cc(C(=O)N3CCN(Cc4ccc5c(c4)OCO5)CC3)c(=O)c3c(Cl)ccc(c32)O1 (configuration not stated)
 : 100 | -0.7
O=C(NC1CCCCCCC1)c1cc(-c2ccc(Cl)cc2)n[nH]1
 : 104 | 0.5
COc1ccc(-c2cc(N)n(CCC#N)n2)c(OC)c1
 : 98 | -0.8
Cc1ccc(-n2nnc(C(=O)Nc3cc(F)ccc3F)c2C)cc1F
 : 111 | 0.2
CC(C)c1nc2ccc(C(=O)Nc3ccccc3F)cc2o1
 : 107 | 0.1
Nc1nc2ccc(C(=O)O)cc2s1
 : 103 | 0.4
O=C1NCCN1CCN1C(=O)c2ccccc2NC1c1ccccc1 (configuration not stated)
 : 115 | 1.5
O=C1CC(SCc2nc3ccccc3[nH]2)C(=O)N1c1ccc(F)cc1 (configuration not stated)
 : 103 | 0.6
COc1ccc(OC)c(NC(=O)N2CC3CCCN3c3ccccc32)c1 (configuration not stated)
 : 107 | 0.2
O=S(=O)(c1ccccc1)c1ccc(N2CCCCC2)cc1
 : 100 | -0.2
O=c1/c(=C\c2ccc(F)cc2)sc2n1CCN=2
 : 103 | 0.1
N#CSc1ccc(N)c(Br)c1
 : 75* | -3.8*
O=C(CN1C(=O)NC(c2ccccc2)(c2ccccc2)C1=O)c1ccc[nH]1
 : 115 | 1.9
Cc1nc2c(c(C)c1CCC(=O)NCC1CCN(CC(C)C)C1)c(=O)n(C)c(=O)n2C (configuration not stated)
 : 103 | 1.6
CCOc1ccccc1-c1noc(CSc2nnc(-c3ccccc3)n2-c2ccc(OC)cc2)n1
 : 108 | 0.2
Cc1ccc(N2CCN(c3nc4ccc(C(=O)c5ccccc5)cc4n4cnnc34)CC2)c(C)c1
 : 103 | -0.4
CSc1cccc(NC(=O)C2CCN(c3ncnc4c3nc3n4CCCCC3)CC2)c1
 : 106 | -0.1
CCOC(=O)c1cnn(CCOC(=O)CC)c1NC(=O)CC
 : 98 | -1.6
Cc1oc(-c2ccc(Cl)cc2)cc1-c1nn2c(-c3ccco3)nnc2s1
 : 102 | 0.2
Cc1ccc(CCNC(=O)c2cc3n(n2)CCCN(Cc2ccc(C)cc2)C3=O)cc1
 : 103 | -0.5
O=C(NCC1CCCO1)C1CC(c2ccccc2O)=NO1 (configuration not stated)
 : 104 | 1.1
CC(C)(Oc1ccc(Cl)cc1)C(=O)OCC(=O)N1CCCc2ccccc21
 : 99 | -0.8
COc1ccc(CNc2ncnc3ccccc23)cc1
 : 96 | -1
CN1CC=C2C(C#N)=C(N)C(C#N)(C#N)C(c3ccccc3)C2C1 (configuration not stated)
 : 97 | -0.9
CCOCCCNC(=O)c1cn(CC)c2ccc(S(=O)(=O)N3CCc4ccccc4C3)cc2c1=O
 : 106 | 0.2
Cc1ccc(C)c(NC(=O)c2ccc(=O)n(Cc3ccc(F)cc3)c2)c1
 : 103 | -1.1
CC(C)N(CC(N)=O)C(=O)c1ccccc1Nc1ccc(F)cc1
 : 99 | -0.6
CC(=O)Nc1ccc(Cc2ccncc2)cc1
 : 99 | -0.9
O=C1CC(SCCO)C(=O)N1c1ccccc1 (configuration not stated)
 : 99 | -0.6
CCCc1nn2c(=O)cc(COc3cccc(NC(=O)c4ccccc4)c3)nc2s1
 : 101 | 0
O=S(=O)(NN=C1CCCCC1)c1ccccc1
 : 102 | 0.1
N#Cc1ccsc1NC(=O)c1ccc(S(=O)(=O)N2CCOCC2)cc1
 : 104 | 0.8
FC(F)(F)C1=NC(C(F)(F)F)=NP(N2CCCCC2)(N2CCCCC2)=N1
 : 97 | -0.6
CCOc1ccc(NS(=O)(=O)c2ccc3[nH]cc(C(=O)N4CCCC4)c(=O)c3c2)cc1
 : 107 | -0.6
CCCCN1C(=O)C2Cc3c([nH]c4ccccc34)CN2C1=S (configuration not stated)
 : 76 | -12
CCc1nnc(SCC(=O)Nc2cc(OC)ccc2OC)nc1CC
 : 112 | 1.1
Oc1ccc(Br)cc1C1Nc2ccccc2S1 (configuration not stated)
 : 101 | -0.2
Cc1ccc(NC(=O)CN(C)C(=O)CSc2nnc(-c3ccc4c(c3)OCO4)o2)cc1
 : 99 | -0.5
CC(Oc1ccccc1)C(=O)Nc1nc2ccc(S(N)(=O)=O)cc2s1 (configuration not stated)
 : 109 | 0.4
CC1CCc2nc(NCCO)nc(C(F)(F)F)c2C1 (configuration not stated)
 : 100 | -0.7
Cc1ccc(NC2=CC(=O)NC2)cc1
 : 104 | 0.5
CN1CCN(C(CNC(=O)c2ccc(Cl)cc2)c2ccc3c(c2)OCO3)CC1 (configuration not stated)
 : 104 | 0.6
CSCC[C@H](NC(=O)[C@H](Cc1ccccc1)NC[C@@H](NC[C@@H](N)CS)C(C)C)C(=O)O
 : 102&100 | 0.3&0.1
CCCC1=C(C(=O)OC)C(c2ccccc2)n2c(nc3ccccc32)N1 (configuration not stated)
 : 99 | -1.3
NC(=O)COC(=O)CC12CC3CC(CC(C3)C1)C2
 : 99 | -0.4
O=c1[nH]c2ncnn2c(-c2ccc(Cl)cc2)c1-c1ccc(F)cc1
 : 104 | 0.5
Cc1cc2c(=O)n(C)c(SCC(N)=O)nc2s1
 : 100 | 0
CCOC(=O)c1ccccc1NC(=O)c1cnn(-c2ccc(OC)cc2)c1C1CCN(C(=O)OC(C)(C)C)CC1
 : 112 | 1.2
Cc1cc(C)c2nc3sc(C(=O)N4CCOCC4)c(N)c3cc2c1
 : 92 | -4
CCCn1c2ccccc2c2cnn(CC(=O)NCCN(CC)CC)c(=O)c21
 : 111 | 0.9
O=c1c2oc3ccccc3c2n(Cc2ccc(F)cc2)c(=O)n1Cc1ccco1
 : 109 | 0.5
FC(F)(F)c1cccc(N=Cc2cccnc2)c1
 : 100 | -0.3
CC1=C(C(=O)OCC2CCCO2)C(c2ccccc2)NC(=O)N1 (configuration not stated)
 : 102 | 0.2
O=C(/C=C/c1ccc(OC(F)F)cc1)OCc1ccco1
 : 108 | 0.8
CCOC(=O)N1CCN(C(=O)/C=C2\Sc3ccccc3NC2=O)CC1
 : 100 | -0.3

Rewritten with each value named: part of the list above.
CCCc1nn2c(=O)cc(COc3cccc(NC(=O)c4ccccc4)c3)nc2s1
  Polio RdRp inh: 101; Polio RdRp inh FP z-score: 0

O=S(=O)(NN=C1CCCCC1)c1ccccc1
  Polio RdRp inh: 102; Polio RdRp inh FP z-score: 0.1

N#Cc1ccsc1NC(=O)c1ccc(S(=O)(=O)N2CCOCC2)cc1
  Polio RdRp inh: 104; Polio RdRp inh FP z-score: 0.8

FC(F)(F)C1=NC(C(F)(F)F)=NP(N2CCCCC2)(N2CCCCC2)=N1
  Polio RdRp inh: 97; Polio RdRp inh FP z-score: -0.6

Following part:
Fields – Polio RdRp inh | Polio RdRp inh FP z-score
N#CCCNCc1cccnc1
 : 106 | 0.7
O=C(COC(=O)Cc1cccc2ccccc12)NCc1ccc(F)cc1
 : 102 | 0.3
CN1CCN(C(=O)/C(=C/c2cccs2)NC(=O)c2cccs2)CC1
 : 103 | 0.6
Cc1ccc(N2C(=O)C3C4C=CC(CNC(=S)Nc5ccc(Br)cc5)(O4)C3C2=O)cc1 (configuration not stated)
 : 102 | -0.3
CC(=O)NNc1ncnc2ccccc12
 : 101 | -0.3
CCN1CCN(CCCNC(=O)c2cc3c(s2)-c2ccccc2OC3)CC1
 : 98 | -2
COC(=O)c1ccc(CO/N=C(\C)c2ccc(Cl)cc2Cl)o1
 : 104 | 0.5
COc1ccc2cc(C#N)c(N3CCN(Cc4nnnn4CCC(C)C)CC3)nc2c1
 : 101 | -0.5
Cc1ccc(Cc2nc3ccccc3nc2SCC(=O)N2CCCc3ccccc32)cc1
 : 108 | 0.6
N/C(=N\S(=O)(=O)Cc1ccccc1)Nc1nc2ccccc2o1
 : 99 | -0.3
N#Cc1cccc(COC(=O)c2ccccc2-n2cnnn2)c1
 : 104 | 0
CC(C)OC(=O)CSc1nc2ccccc2s1
 : 96 | -1.1
Cc1ccc(CNC(=O)COc2ccc3c(c2)C(=O)CC2(CCCCC2)O3)cc1
 : 105 | 2.3
CCOc1ccc(Cn2c(CNS(=O)(=O)c3ccc([N+](=O)[O-])cc3)nc3cccnc32)cc1
 : 107 | 0
CCOc1ccc2nc(NC(=O)C(C)C)sc2c1
 : 104&103 | 0.2&0
N#CCSc1nc2ccccc2c(=O)n1CCn1c(SCC#N)nc2ccccc2c1=O
 : 99 | -0.6
O=S(=O)(c1cccs1)N1CCCN(S(=O)(=O)c2cccs2)CC1
 : 102 | 0.3
Nc1c(C(=O)CSc2nnc(-c3ccc4c(c3)OCO4)o2)c(=O)[nH]c(=O)n1Cc1ccccc1
 : 101 | -0.3
CCNC(=O)c1sc(C)nc1N
 : 104 | 0.3
Oc1ccccc1N=CC=Nc1ccccc1O
 : 102 | -0.5
CC(=O)N1CCc2c(sc3c2c(=O)n(-c2ccc(C)cc2)c(=O)n3Cc2ccccc2C)C1
 : 105 | 0.3
O=C(NCC1(c2ccccc2)CCOCC1)C1COc2ccccc2O1 (configuration not stated)
 : 101 | -0.1
CC(C)c1ccc(CN2CCNCC2)cc1
 : 103 | 0.2
CCn1c(=O)cc(SCC(=O)NCc2ccc(F)cc2Cl)c2ccccc21
 : 109 | 0.6
O=C(NC1CC1)c1ccc(CS(=O)c2cccc(Cl)c2)o1 (configuration not stated)
 : 102 | 0
Cc1ccc(OCCSc2nc3ccc(NC(=O)c4ccc(F)cc4)cc3s2)cc1
 : 110 | 0.7
CCCCC(=O)OC1=C(C(C)=O)N(Cc2ccccc2)S(=O)(=O)c2ccccc21
 : 105 | 0.2
COc1ccc(N2CCN(C(=O)c3ccc4nc(N5CCC(C)CC5)sc4c3)CC2)cc1
 : 108 | 0.3
CCc1nc(S(C)(=O)=O)c(C#N)cc1C
 : 103 | 0.2
NC(=Nc1ccccc1)SCC(=O)Nc1nonc1N
 : 124 | 2
CCCn1c(NC(C)=C(C#N)C#N)nc2ccccc21
 : 90 | -2.2
CCC(Sc1nc2ccccc2c2nc(C)nn12)C(=O)Nc1cc(OC)ccc1OC (configuration not stated)
 : 103 | 0.4
CCC(C(=O)O)c1ccc(N2Cc3ccccc3C2=O)cc1 (configuration not stated)
 : 104 | 1.2
Cn1c(O)c(C=Nc2ccc(Cl)cc2)c(=O)[nH]c1=O
 : 103 | 0.9
COc1cc2c(cc1OC)C(COc1ccc3c(C)cc(=O)oc3c1)N(C(=O)C(C)C)CC2 (configuration not stated)
 : 110 | 1.3
COCCCNC(=O)c1ccc2nc(CCc3ccccc3)oc2c1
 : 108 | 0.3
CCOC(=O)c1ccc(NC(=O)CS(=O)(=O)Cc2nc(-c3ccc(C)cc3)oc2C)cc1
 : 102 | -0.4
CC1CCN(c2nn3c(=O)c(C(=O)NCCCOC(C)C)cnc3s2)CC1
 : 117 | 2.3
COc1ccc(OCCCC(=O)NNc2ccccc2)cc1
 : 104 | 0.1
Cc1ccc(N(Cc2cccs2)C(=O)c2ccccc2)cc1
 : 103 | -0.3
COc1ccccc1C(=O)NCCn1cc(SCc2ccccc2Cl)c2ccccc21
 : 107 | 0.7
CC1=Nc2cc(C(=O)NC(C)c3ccccc3)ccc2Sc2ccccc21 (configuration not stated)
 : 100 | -0.8
O=C(NCCCN1CCOCC1)c1nnc(-c2ccc3c(c2)OCO3)o1
 : 105 | 0.7
O=C(CCCn1c(=O)c2cccn2c2ccccc21)N1CCN(Cc2ccc3c(c2)OCO3)CC1
 : 101 | -0.3
CCN(CC)CCc1nc(-c2ccccc2)no1
 : 101 | 0.1
CCOc1cc(/C=C2\SC(N)=NC2=O)ccc1OC(C)=O
 : 103 | 0.4
CC(=O)Nc1ccc(S(=O)(=O)NC2=NCN(CCOC(=O)c3ccccc3)CN2)cc1
 : 102 | 0.2
NC(=O)C1CCN(C(=O)c2ccc3c(c2)sc2nc(-c4ccccc4)cn23)CC1
 : 102 | 0
O=C(O)CN1C(=O)c2cc(Cl)c(Cl)cc2C1=O
 : 100 | -0.6
Cc1ccc(C(=O)N2CCc3ccccc3C2)cc1
 : 103 | 0
CCOC(=O)C(C)(C)Sc1nnc(COc2ccccc2)n1CC
 : 103 | 0.2
O=C(/C=C/C(=O)N1CCOCC1)NC1CCCc2ccccc21 (configuration not stated)
 : 103 | -0.2
Cc1ccc2oc(-c3ccc(C)c(NC(=O)C(C)(C)Oc4ccc(Cl)cc4)c3)nc2c1
 : 103 | -0.3
COc1ccccc1CNC(=O)CCS(=O)(=O)c1ccc2c(c1)n(C)c(=O)c(=O)n2C
 : 104 | 0.5
COc1nc(Cl)nc(N2CCCCC2)n1
 : 100 | -0.4
CCOC(=O)c1nccn1Cc1ccccc1Cl
 : 103 | -0.2
Cc1nnc(NC(=O)c2nc(S(=O)(=O)Cc3ccccc3)ncc2Cl)s1
 : 98 | -1.5
COc1ccc(S(=O)(=O)N(CC(=O)Nc2cccnc2)c2ccc(C)cc2)cc1OC
 : 106 | 0.6
Cc1csc2c(N3CCOCC3)ncnc12
 : 102 | 0.1
C=C(C)[C@@H]1CC[C@]2(CO)CC[C@]3(C)[C@H](CC[C@@H]4[C@@]5(C)CCC(O)C(C)(C)[C@@H]5CC[C@]43C)[C@@H]12 (some centres not stated)
 : 101 | 0.8

New compounds follow:
Fields – Polio RdRp inh | Polio RdRp inh FP z-score
O=C(CSc1nnc2ccccn12)Nc1cc(C(=O)O)cc(C(=O)O)c1
 : 96 | -0.3
Cc1ccc(-n2cc(-c3ccccc3)c3c(NCc4ccccc4)ncnc32)cc1
 : 104 | 1.1
c1ccc(N=c2[n-][n+](-c3ccccc3)cn2-c2ccccc2)cc1
 : 85* | -1.6*
Cc1cc(C(=O)CN2C(=O)NC3(CCCCC3C)C2=O)c(C)n1Cc1ccco1 (configuration not stated)
 : 105 | 0.3
Cn1c(=Nc2ccccc2C(=O)O)ccc2ccccc21
 : 104 | 0.9

Screens (PubChem BioAssay)

The list is partial; count on the stated rates, not on these rows.
